# 14-3-3 PPI = 14-3-3 gamma protein interaction modulation; inhibition, % at 40 µM; actives 0.19% (n = 160,000); FP, 14-3-3gamma / TMR-pS259-Raf peptide binding; AID 422; in the data active means inhibition above about 30%;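 further: 0% = protein plus tracer without compound and 100% = blank with tracer alone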
# Target sequence (P61981 whole entry, looked up): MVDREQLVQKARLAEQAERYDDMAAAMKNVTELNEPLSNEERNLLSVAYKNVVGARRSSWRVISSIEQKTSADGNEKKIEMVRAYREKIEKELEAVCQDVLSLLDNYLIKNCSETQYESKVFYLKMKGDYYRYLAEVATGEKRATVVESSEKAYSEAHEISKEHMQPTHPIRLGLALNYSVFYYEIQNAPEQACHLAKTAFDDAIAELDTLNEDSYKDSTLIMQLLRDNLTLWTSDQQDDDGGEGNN
# Active calls of the source: *; & = joins results of further samples.
compound | 14-3-3 PPI
CCCCOc1ccc(N2C(=O)C3C4c5ccccc5C(C)(c5ccccc54)C3C2=O)cc1 (stereo not given) | -2.3
COC(=O)CSC1=C(C#N)C(c2ccc(C)cc2)C2=C(CCCC2=O)N1 (stereo not given) | 0.7
CCOC(=O)C1CCCN(C(=O)C2CCN(S(=O)(=O)N3CCOCC3)CC2)C1 (stereo not given) | 1.1
Cc1ccc(N2C(=O)CC(N(O)C3CC(=O)N(c4ccc(C)cc4)C3=O)C2=O)cc1 (stereo not given) | -12.1
COc1ccc(Cc2nc3cc(C)c(C)cc3[nH]c2=O)cc1Br | -18.4
Cc1ccc(CNC(=O)c2ccc(N3CCCCC3)c(NS(=O)(=O)c3ccc(C)cc3)c2)cc1 | -8.2
COc1cc(C)c(C)cc1S(=O)(=O)N1CCCCC1c1cccnc1 (stereo not given) | 31.3*
CC1=C(C(=O)OCCOc2ccccc2)C(c2coc3ccccc3c2=O)C2=C(CC(C)(C)CC2=O)N1 (stereo not given) | -8.1
CC1CCN(C(=O)c2cccn3c(=O)c4c5c(sc4nc23)CCCC5)CC1 | 15.7
O=C(O)c1ccc(NC(=O)C(F)(F)F)c(NC(=O)C(F)(F)F)c1 | -3.4
O=C(Nc1cccc(O)c1)c1ccccc1 | -0.7
O=C(CN(C(=O)C1COc2ccccc2O1)c1ccccc1)NCC1CCCO1 (stereo not given) | -6.9
O=C(COC(=O)c1cccc(S(=O)(=O)N2CCOCC2)c1)Nc1ccc2c(c1)OCO2 | 5.2
CC12CCC(c3nc4ccccc4nc31)C2(C)C (stereo not given) | -2.4
CCN(CC)C(=O)c1cn(-c2ccccc2)nc1C12CC3CC(CC(C3)C1)C2 | -10.9
CC(C)=CCCC(C)CN1CCC(O)CC1 (stereo not given) | -2.9
CNC(=O)N(C1=NCC(C)S1)c1ccc(F)cc1F (stereo not given) | -0.2
CCC(=O)N1CCc2cc(S(=O)(=O)CCC(=O)NC3CCCCC3)ccc21 | -5.8
Cc1ccc(C2CC(C(F)F)n3ncc(C(=O)Nc4cnn(Cc5ccccc5C)c4)c3N2)cc1 (stereo not given) | 1.6
COc1ccc(NC(=O)CC(Cc2ccccc2)C(=O)O)cc1 (stereo not given) | 0.2
COc1ccc(CNS(=O)(=O)c2ccc(F)c(C(=O)Nc3cccc(C)c3C)c2)cc1 | 3.9
O=C(O)C1CCC(CNS(=O)(=O)c2cccs2)CC1 (stereo not given) | 2.6
CCCCCCn1c(SCCOC)nc2c1c(=O)[nH]c(=O)n2C | -3.5&-5.5
COc1ccc(N(CC(=O)Nc2ccc(S(=O)(=O)N3CCCC3)cc2)S(C)(=O)=O)cc1OC | 8.3
CC1=C(C(=O)OCc2ccc3c(c2)OCO3)C(c2ccccc2OCc2ccccc2)NC(=O)N1 (stereo not given) | 5.1
Cc1ccc(S(=O)(=O)N(CCc2ccccc2)CC(=O)Nc2ccc3c(c2)OCO3)cc1 | -15.9
CCC(=O)N1CCc2cc(Br)cc(S(=O)(=O)NCc3ccc(C)cc3)c21 | 4.4
O=c1c2c3n(c(=O)nc2[nH]n1-c1ccccc1)CCCCC3 | 1.8
Cc1cc(C)c2c(c1)OCN(Cc1ccc3c(c1)OCO3)C2 | 5.5
Cc1cc(C)nc(SCC(=O)Nc2ccc(S(=O)(=O)Nc3nccs3)cc2)n1 | 0.1&-13.5

# Structural class, those above with two or more sulfur atoms
compound | 14-3-3 PPI
O=C(O)C1CCC(CNS(=O)(=O)c2cccs2)CC1 (stereo not given) | 2.6
COc1ccc(N(CC(=O)Nc2ccc(S(=O)(=O)N3CCCC3)cc2)S(C)(=O)=O)cc1OC | 8.3
Cc1cc(C)nc(SCC(=O)Nc2ccc(S(=O)(=O)Nc3nccs3)cc2)n1 | 0.1&-13.5

# Back to the main list, repeating the 3 entries before the break.
compound | 14-3-3 PPI
O=c1c2c3n(c(=O)nc2[nH]n1-c1ccccc1)CCCCC3 | 1.8
Cc1cc(C)c2c(c1)OCN(Cc1ccc3c(c1)OCO3)C2 | 5.5
Cc1cc(C)nc(SCC(=O)Nc2ccc(S(=O)(=O)Nc3nccs3)cc2)n1 | 0.1&-13.5
Cc1cc(Cl)ccc1-n1c(-c2ccncc2)n[nH]c1=S | -6.7
COc1ccccc1C(=O)N1CCCC1(C#N)c1ccccc1 (stereo not given) | 13.3
COc1ccc(-c2cc(C(=O)NCc3cccnc3)c3cc(Br)ccc3n2)cc1 | -14.4
CCOP(C)(=O)C(CC(=O)OC)C(=O)OC (stereo not given) | 0.7
CCCOc1ccc(-c2cc(C(=O)O)c3ccccc3n2)cc1 | -2.6
CC(CC(=O)NC1CCSC1=O)c1ccccc1 (stereo not given) | 2.2
CC(=O)c1ccccc1N1C(=O)c2cccc([N+](=O)[O-])c2C1=O | -4.7
Cc1cc(OCc2ccc(F)cc2)nc(-c2ccccc2O)n1 | -4.8
COc1ccc(OCC(=O)Nc2cc(-c3nc4cc(C(C)C)ccc4o3)ccc2Cl)cc1 | -13.5
COc1cccc(-c2nnc(NC(=O)c3ccc(S(=O)(=O)N(CC(C)C)CC(C)C)cc3)o2)c1 | -2.3
COc1cccc(N(C(=O)c2ccco2)C(C(=O)NC2CCCC2)c2ccc(N(C)C)cc2)c1 (stereo not given) | -0.6
COc1cccc(NC(=O)CSc2ccc3nnc(-c4ccncc4)n3n2)c1 | 3.5
Nc1sc2c(c1C(=O)NC1CCS(=O)(=O)C1)CCC2 (stereo not given) | -30.8
CC1=C(C(=O)Nc2nc3ccc(Br)cc3s2)C(c2ccccc2)C2=C(CC(C)(C)CC2=O)N1 (stereo not given) | -3.2
CCOC(=O)c1ccc(NC(=O)Cn2c(=O)n(-c3ccccc3)c(=O)c3c4c(sc32)CCCC4)cc1 | 1.7
CCC(=O)N1CCc2cc(Br)cc(S(=O)(=O)N3CCC(C(=O)N4CCCC4)CC3)c21 | 8.6
O=C(c1cccc2ccccc12)N1CCN(C2=NS(=O)(=O)c3ccccc32)CC1 | -2.9
c1ccc(CSc2nc3ccccc3n2Cc2ccccn2)cc1 | -3.6
O=C1C2C3C=CC(C3)C2C(=O)N1c1ccc(NCCSCc2ccccc2)c([N+](=O)[O-])c1 (stereo not given) | -2.8
Cc1ccc(C(=O)c2cccc(NC(=O)c3ccc(C)c([N+](=O)[O-])c3)c2)cc1C | -8.9
O=[N+]([O-])c1cc2c(cc1C=Nc1ccc(-c3nc4ccccc4o3)c(O)c1)OCO2 | -29.0
O=C(Nc1cccc([N+](=O)[O-])c1)c1cc(-c2ccccc2)nc2ccccc12 | 5.0
COCCCn1c(SCC(N)=O)nnc1-c1ccccc1 | -2.0
CN1C(=O)C(O)(C2CC(C(C)(C)C)CCC2=O)c2ccccc21 (stereo not given) | -2.8
COc1ccc(C2/C(=C(\O)c3ccc(C)cc3)C(=O)C(=O)N2c2nc3ccccc3s2)cc1OC (stereo not given) | -10.2
O=C1c2oc3ccccc3c(=O)c2C(c2cccc(O)c2)N1c1ccccn1 (stereo not given) | 2.9
C=CCSc1nnc2c(n1)OC(c1ccc(OCC(=O)O)cc1)Nc1ccccc1-2 (stereo not given) | -7.3
CCOC(=O)N1CCN(C(=O)Nc2ccc(Cl)cc2)CC1 | 7.2
CC(C)OC(=O)C1=C(N)N2C(=O)CSC2=C(C(=O)OC(C)C)C1 | -266.9
CC(C)c1ccc(C(=O)CSc2n[nH]c(-c3ccco3)n2)cc1 | -4.9

# Looked up above:
# `CC(C)=CCCC(C)CN1CCC(O)CC1` (stereo not given) in 14-3-3 PPI has -2.9
# `CC(=O)c1ccccc1N1C(=O)c2cccc([N+](=O)[O-])c2C1=O` in 14-3-3 PPI has -4.7

# (list continues)
compound | 14-3-3 PPI
Cc1cccc(N2C(=O)CN(Cc3sccc3C)C2=S)c1 | -6.6
O=C(CSc1nc2ccccc2s1)N(c1ccccc1)c1ccccc1 | -7.6
CCCCCNCC1CCCCC1 | -5.5
O=C(Oc1ccccc1)c1cccc(COC(=O)c2cnccn2)c1 | 7.4
Cc1nc2c(C(=O)NCc3ccccc3)cnn2c(C)c1Cc1ccccc1 | -5.7
CCOc1ncccc1C(=O)OCc1cn2cc(Cl)ccc2n1 | -1.9
Cc1cccc2cc(CN(Cc3ccccc3)C(=O)N(C)C)c(=O)[nH]c12 | -8.4
O=C(Nc1ccc(C(=O)N2CC(=O)N(CCc3ccccc3)C(=O)C2)cc1)C1CCCO1 (stereo not given) | 2.3
O=C(c1cnc2ccccc2n1)N1CCCc2ccccc21 | 5.5
Cc1ccc(S(=O)(=O)c2nc(-c3ccccc3Cl)oc2N2CCOCC2)cc1 | -0.2
CCC(=O)N1c2ccccc2-c2nnc(SC)nc2OC1c1ccsc1 (stereo not given) | 4.8
Cc1ccccc1OCC(=O)Nc1ccc2nn(-c3ccc(F)cc3)nc2c1 | -4.9
CCC(=O)N1CCN(c2nc(Cc3ccccc3)c3c(c2C#N)CC(C)(C)OC3)CC1 | -3.8
CCc1ccccc1NC(=O)c1ccc(F)c(S(=O)(=O)NCc2ccc(F)cc2)c1 | -9.3
CCOc1cc(-c2c(C#N)c(N)nc3c2CCCC3C)ccc1O (stereo not given) | 11.5
Cc1nc2cccc(C(=O)NC3CCCCC3)c2o1 | -8.1
O=C(Cn1cnc2ccccc2c1=O)c1ccccc1 | 9.2
COc1cc(-c2nn3c(-c4cccc(C)c4)nnc3s2)cc(OC)c1OC | -4.9
COc1ccc(CCN2C(=S)NC3CC2(C)Oc2c(OC)cccc23)cc1OC (stereo not given) | -2.6
CCc1ccc(CNC(=O)CCn2nc(-c3ccc(C)cc3)ccc2=O)cc1 | -1.8
CCn1cc(C(=O)NCc2cccs2)c(=O)c2ccc(C)nc21 | -8.7
CCCCSCc1ccc(C(=O)O)o1 | -5.4
COc1ccc(C2=Nn3c(nnc3-c3ccccc3OC)SC2)cc1OC | -7.3
COc1ccc(-c2cn3cccnc3n2)cc1NC(=O)CC(C)C | 2.2
O=C(O)c1ccc2c(c1)C(=O)N(c1ccc(-c3nc4cc(N5C(=O)c6ccc(C(=O)O)cc6C5=O)ccc4[nH]3)cc1)C2=O | -23.7
O=C1C2C(c3ccccc3)C=CC(c3ccccc3)C2C(=O)N1C1CCCCC1 (stereo not given) | -7.3
CC(C)CCN(C)C1CCN(C(=O)Nc2ccc(Cl)cc2)CC1 | -2.4
Cc1cc(C)nc(NS(=O)(=O)c2ccc(N)cc2)n1 | 3.8
Cc1ccc(C)c(Cn2nnc3c(=O)[nH]c(C(=O)NCc4ccco4)nc32)c1 | -14.2
N#CCCn1c(-c2nonc2NC(=O)c2ccccc2Cl)nc2ccccc21 | 2.6

# Next structures follow:
compound | 14-3-3 PPI
CN1C(=O)c2oc3ccc(Br)cc3c(=O)c2C1c1ccncc1 (stereo not given) | -0.8
CCc1cccc(C)c1NC(=O)COc1ccc(OC)cc1 | -7.1
COc1cc2c(cc1OC)C(COc1ccc3c(C)cc(=O)oc3c1)N(C(=O)c1ccco1)CC2 (stereo not given) | -3.6
COc1ccc(NC(=O)CSc2nc(N)nc(SC)c2C#N)cc1 | 11.4
Cc1c(NC(=O)c2cc(-c3ccccc3)nc3ccccc23)cccc1[N+](=O)[O-] | 7.8
COc1cccc(C(=O)Nc2ccc(C(=O)OCC(=O)c3cccc([N+](=O)[O-])c3)cc2)c1 | 1.3
Cc1cc([N+](=O)[O-])c(N2CCCC2)cc1N | 0.3
CS(=O)(=O)Nc1ccc2c(c1)C(=O)OC2 | -10.2
CCC(NS(=O)(=O)c1ccc(OC)c2ccccc12)C12CC3CC(CC(C3)C1)C2 (stereo not given) | 4.1
COc1cccc(-c2noc(-c3cccs3)n2)c1 | 4.7
CN(C)CCN(Cc1ccccc1)c1ccnc(N(C)C)c1C#N | 5.7
Cc1cccn2c(NC(=O)c3ccc(F)cc3)c(-c3ccccc3)nc12 | 8.2
O=S1(=O)NC(=NC2CCCCCC2)c2ccccc21 | -0.9
O=C1CSC(c2ccc(Br)cc2)N1c1ccc(Br)cn1 (stereo not given) | -11.4
COc1cc(NC(=O)CSc2nnc3n2C(C)(C)Cc2ccccc2-3)cc(OC)c1 | -9.2
COc1ccc(C2(C)CC(C)(C)N(C(=O)c3ccc([N+](=O)[O-])cc3)c3ccccc32)cc1 (stereo not given) | -20.3
CCOc1cc(S(=O)(=O)NC2CCCC2)ccc1Cl | -5.6
Cc1ccc(Nc2cc(C)nc3cc(Cl)ccc23)cc1 | -13.5
Cc1ccc(C)c(OCC(=O)N2CCc3ccccc32)c1 | -4.3
COc1ccc(Cl)cc1NC(=O)c1noc2c1CCC2 | -9.3
COc1ccc(NC(=O)CCCC2=NS(=O)(=O)c3ccccc3N2)cc1 | -3.0&-8.3
O=C(OCN1C(=O)c2ccccc2C1=O)C1CCCCC1 | 2.6
O=C(c1ccco1)N(Cc1cccs1)C1CCS(=O)(=O)C1 (stereo not given) | -1.9&-5.4
COC(=O)c1c(NC(=O)COc2cc(C)ccc2C(C)C)sc2c1CCCC2 | -6.5
COc1ccc(NC(=O)Nc2ccc3nccnc3c2)cc1 | -2.6
CC(=O)N1N=C(c2ccc(Cl)cc2)OC1(C)C | -4.5
O=C(O)C1C2CCC(C2)C1C(=O)Nc1ccc(Oc2ccccc2)cc1 (stereo not given) | 0.3
CC(NC(=O)C1(O)c2cc(Br)ccc2NC(=O)N1c1ccc(Cl)cc1)c1ccccc1 (stereo not given) | 1.3
CC1Cc2nc(SCC(=O)NCc3ccco3)n(Cc3ccccc3)c(=O)c2S1 (stereo not given) | 1.9
CCOC(=O)C1C(c2ccc3c(c2)OCO3)NC(=O)NC1(O)C(F)(F)F (stereo not given) | 7.7

# Carrying on.
compound | 14-3-3 PPI
O=C(CN1CCOCC1)OCCCC1CCCCC1 | 3.0&-9.4
CCCCNC(=O)c1cc(=O)[nH]c2ccc(S(=O)(=O)N3CCOCC3)cc12 | -4.6
COc1ccc(CNC(=O)c2cnn3c(C)c(Cc4ccc(C)cc4)c(C)nc23)cc1 | -3.9
O=c1oc2ccc3ccccc3c2cc1-c1nnc(-c2ccc(Br)cc2)o1 | 0.7
CCOC(=O)c1sc(NC(=O)COc2ccc(CC)cc2)nc1C | 1.8
COC(=O)c1ccccc1NC(=O)CCCN1C(=O)c2cccc3cccc(c23)C1=O | -1.6
CCOC(=O)c1c(C)n(C)c2ccc(OC)c(NC(=O)CN3CCCCC3)c12 | -2.3
Cn1c(SCC(=O)Nc2nccs2)nnc1-c1ccncc1 | -13.8

# Some of the compounds tested; the hit share may differ from the screen's.
